Assay outcomes deposited in PubChem by Broad Institute.
EWS-Fli block: inhibitors of EWS/Fli oncoprotein transcriptional activity; A673 NR0B1-luciferase reporter, viability-normalised; inhibition, % at 12.6 µM; 0.67% of 350,000 active; AID 651661;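 active = mean inhibition of at least 50% after viability correction, with every replicate also passing that limit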;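 also: firefly luciferase signal divided by Alamar Blue viability fluorescence both relative to DMSO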
Cneo AK release: Cryptococcus neoformans lysis via adenylate kinase release. C. neoformans lysis, adenylate kinase release luminescence, 4 h; normalised: neutral wells 0, clomiphene wells 100. lysis activity, % at 15 µM. 0.2% of 360,000 active;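 active = mean lysis activity across replicates of at least 80%, whatever share of replicates individually reach that level; inactive = mean lysis activity below 80%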
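Schedule: static 4 h at 37 °C with compound, 1 h detection; system: C. neoformans cells; benchmarks: Clomiphene as positive control; buffer or medium: fresh YPD medium; measure: luminescence rise reflecting yeast cell lysis; measured by: luminescent adenylate kinase detection reagent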
miR-122 sensor: inhibitors of miR-122 in Huh7 cells; Huh7 miR-122 Renilla luciferase sensor, 48 h; neutral wells = 0, positive control = 100; activation (reporter increase), % at 12.5 µM; 0.3% of 340,000 active; AID 602342;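 active = mean replicate activation score at least 90 and every replicate individually at or above 90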;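 also: higher luciferase means less miR-122 activity so hits act as miR-122 inhibitors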
Casp6 inh: inhibitors of human caspase-6; purified caspase-6, Z-VEID-R110 cleavage fluorescence; 0.53% of 350,000 active; P55212; inhibition, % at 12.5 µM;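 active = mean inhibition across replicates at least about 35%, with every replicate also reaching that limit, limit read from the data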;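 also: 0% = median of neutral control wells and 100% = no fluorescence left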
Target sequence (P55212 24-179 limits assumed): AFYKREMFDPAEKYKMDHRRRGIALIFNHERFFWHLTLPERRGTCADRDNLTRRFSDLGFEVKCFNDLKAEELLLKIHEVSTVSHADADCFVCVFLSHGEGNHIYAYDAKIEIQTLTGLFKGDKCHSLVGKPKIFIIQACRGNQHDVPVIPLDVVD
Target sequence (P55212 194-293 limits assumed): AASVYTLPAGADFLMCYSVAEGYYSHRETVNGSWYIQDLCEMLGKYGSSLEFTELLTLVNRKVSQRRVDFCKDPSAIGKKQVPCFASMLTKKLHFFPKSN
PAX8 inh HTS: lowers PAX8-driven luciferase in RMG-I cells. AID 652154. 1.2% of 360,000 active. RMG-I TPO-luciferase reporter, SteadyGlo, 24 h. inhibition, % at 12.6 µM;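 active = mean replicate inhibition at least 60% with every replicate also reaching 60%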;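 also: luciferase light reporting Pax8 driven TPO promoter activity; plate controls were median of neutral control wells for no effect and mitoxantrone controls for full effect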
PGC1a acetyl inh: modulators of PGC1a acetylation; U2OS PGC1a acetylation, AlphaScreen anti-acetyl-lysine; with virally co-expressed GCN5 acetyltransferase; inhibition, % at 15.6 µM; 0.17% of 350,000 active; AID 651687;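 active = every replicate shows inhibition of at least 40%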;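 also: 0% = neutral control wells and 100% = positive control wells; some results beyond the cut were filed as inactive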
FN deposition inh: fibronectin deposition inhibition; AH1F fibroblasts, Alexa488-fibronectin deposition fluorescence, overnight; 0.086% of 350,000 active; inhibition, % at 12.6 µM;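 active = mean inhibition across replicates of 30% or more, regardless of how many single replicates reach that level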;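 also: positive control wells lacked labelled fibronectin entirely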
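test system = AH1F fibroblasts assembling fluorescent fibronectin matrix | quantity = 10000 AH1F cells per well | buffer or medium = DMEM plus 2% serum, read in PBS | doses = single dose, pinned | incubation = 1 h cell attachment, overnight exposure to compound and label | detection = fluorescence at 485 nm excitation, 525 nm emission | read-out basis = inhibition from reduced deposited-fibronectin fluorescence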
LGR2 antag: blocks bursicon-induced cAMP signaling via Drosophila LGR2. HEK293 LGR2, CRE-luciferase, bursicon-stimulated, 4 h. inhibition, % at 9.99 µM. 0.35% of 380,000 active;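 active = drop in luminescence signal, shown as inhibition above about 50% in the replicate tests, limit read from the data, passing the limit was not always enough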;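 also: agonist challenge used bursicon conditioned medium at about half maximal strength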
* = called active by the depositor; . = not tested or not shown; & = joins results of further samples; [ ] = dose if it differs, or a comment. Compounds were not picked by outcome. About 2.5% of those tested had a hit in this group.

1	CCCN1C[C@H](C)[C@H](OC)CN(C)C(=O)c2cc(NC(=O)C3CC3)ccc2OC[C@H]1C
2	O=C(Nc1ccc(S(=O)(=O)Nc2ncccn2)cc1)c1ccco1
3	CC1=C(C(=O)N2CCOCC2)CC(CC(=O)NCCc2ccccn2)C(=O)N1Cc1ccc(C(C)(C)C)cc1 (configuration not stated)
4	C[C@H]1CCCCO[C@@H](CN(C)C(=O)C2CCCCC2)[C@@H](C)CN([C@@H](C)CO)C(=O)c2cc(N(C)C)ccc2O1
5	CCC(C)[C@H](NC(=O)NCc1ccccc1Cl)C(=O)O (some centres not stated)

screen / no. | 1 | 2 | 3 | 4 | 5
EWS-Fli block | 2.4 | . | -1.2 | 0.4 | .
Cneo AK release | -15.2 | -1.5 | 1.1 | . | 0.9
miR-122 sensor | . | 5.0 | -1.6 | -3.7[16.7 µM] | .
Casp6 inh | -0.2 | . | 0.3 | . | .
PAX8 inh HTS | 5.8 | . | 10.9 | 11.8 | .
PGC1a acetyl inh | -4.4 | 38.6 | 8.9 | -1.7 | -3.5
FN deposition inh | -5.7 | 9.9 | -0.7 | . | -2.9
LGR2 antag | -1.4 | . | 8.1 | -12.8 | 8.8

6	COc1ccc(-c2ccc([C@@H]3[C@@H](CO)N(C(=O)C4CCCC4)[C@H]3C#N)cc2)cc1
7	COc1cc(OC)cc(-n2nnnc2SCC(=O)N2CCCc3ccccc32)c1
8	COc1ccc(N(Cc2cc3ccccc3[nH]c2=O)C(=O)C2CCCO2)cc1 (configuration not stated)
9	Cc1ccc(OCC(=O)NCCNC(=O)c2ccc(C)nc2)cc1
10	COc1ccc(CN(C)C[C@H]2Oc3c(NC(=O)c4nc5ccccc5s4)cccc3C(=O)N([C@@H](C)CO)C[C@@H]2C)cc1

screen / no. | 6 | 7 | 8 | 9 | 10
EWS-Fli block | 8.6 | 12.8 | . | 4.9 | 1.1
Cneo AK release | 55.9 | 1.8 | -2.2 | 6.7 | 3.1
miR-122 sensor | . | 6.3 | -4.1 | . | 14.0[16.7 µM]
Casp6 inh | 0.2 | 3.4 | . | -0.6 | -2.3
PAX8 inh HTS | -20.9 | . | . | 9.4 | 31.0
PGC1a acetyl inh | -19.9 | 2.4 | 3.7 | . | -2.9
FN deposition inh | -18.8 | . | . | 4.2 | .
LGR2 antag | 9.9 | 11.6 | -12.8 | 33.0 | -7.3

11	CCc1sc(C(C2C(=O)CC(C)(C)CC2=O)C2C(=O)CC(C)(C)CC2=O)cc1[N+](=O)[O-]
12	OC[C@@H]1[C@H](c2ccc(-c3ccc(F)cc3)cc2)[C@H]2CN(Cc3ccccn3)CCCCN12
13	O=C(NC(=S)N1CCN(C(c2ccccc2)c2ccccc2)CC1)c1ccc(S(=O)(=O)N2CCOCC2)cc1
14	Cc1cc(N2CCN(C)CC2)nc2ccc(NC(=O)CCC3CCCC3)cc12
15	CC(C)NC(=O)Nc1ccc2c(c1)C(=O)N([C@H](C)CO)C[C@H](C)[C@H](CN(C)Cc1ccncc1)OCCCC[C@@H](C)O2

screen / no. | 11 | 12 | 13 | 14 | 15
EWS-Fli block | 10.3 | 1.8 | . | -0.7 | .
Cneo AK release | . | 0.5 | 11.5 | -1.3 | -1.2
miR-122 sensor | . | 4.7[16.7 µM] | 0.0 | 7.5 | 8.0[16.7 µM]
Casp6 inh | -3.1 | -18.4 | . | -24.9 | -1.9
PAX8 inh HTS | 28.0 | 3.2 | . | 19.5 | -5.2
PGC1a acetyl inh | . | -11.9 | 1.7 | -11.9 | -4.5
FN deposition inh | -11.5 | . | . | 5.8 | .
LGR2 antag | . | -11.4 | 10.1 | -11.5 | -20.5

16	O=C(C[C@H]1CC[C@@H](NC(=O)c2cnccn2)[C@@H](CO)O1)NCc1ccccc1F
17	C[C@@H]1CN([C@@H](C)CO)C(=O)c2cccc(NC(=O)c3ccncc3)c2O[C@H]1CN(C)S(=O)(=O)c1cn(C)cn1
18	O=C(Nc1nc(-c2ccc(F)cc2)cs1)c1cccc(N2C(=O)CCC2=O)c1
19	CNC[C@@H]1OCCCC[C@@H](C)Oc2ccc(NS(=O)(=O)c3ccc(Cl)cc3)cc2C(=O)N([C@H](C)CO)C[C@@H]1C
20	CC(C)C(NC(=O)c1ccccc1)C(=O)OCC(=O)N1CCCCC1 (configuration not stated)

screen / no. | 16 | 17 | 18 | 19 | 20
EWS-Fli block | -7.7 | 5.6 | -16.8 | -4.4 | 3.4
Cneo AK release | 0.1 | 1.6 | -0.7 | -0.7 | 0.6
miR-122 sensor | -7.2[16.7 µM] | -4.0[16.7 µM] | . | -3.9[16.7 µM] | .
Casp6 inh | 1.3 | 4.2 | -0.3 | -3.1 | 0.8
PAX8 inh HTS | 1.8 | . | . | -39.5 | -12.3
PGC1a acetyl inh | -8.7 | 3.1 | 1.5 | 19.2 | .
FN deposition inh | 11.5 | . | -3.9 | . | 6.4
LGR2 antag | 2.3 | -4.2 | -1.5 | 0.0 | 20.5

21	C#CCNC(=O)C1=C[C@@H](c2csc3ccccc23)[C@H](CCCO)[C@@H](OCC)O1
22	NC(=O)Cc1c[nH]c2cccc(O)c12
23	O=C(Nc1ccc(S(=O)(=O)Nc2ncccn2)cc1)c1ccccc1
24	CC1(c2ccc(Cl)cc2)NC(=O)N(CC(=O)N2CCN(S(=O)(=O)c3ccccc3)CC2)C1=O (configuration not stated)
25	NC(CSC1(c2cccc3ccccc23)c2ccccc2-c2ccccc21)C(=O)O (configuration not stated)

screen / no. | 21 | 22 | 23 | 24 | 25
EWS-Fli block | 0.9&3.4 | . | 13.5 | 1.4 | -1.0
Cneo AK release | -0.2&-2.9 | 2.4 | -1.8 | . | .
miR-122 sensor | 0.4 | -16.7 | 6.1 | . | .
Casp6 inh | -1.0&0.6 | . | -1.4 | 2.6 | 2.8
PAX8 inh HTS | -12.5&3.6 | 7.0 | -4.6 | 6.7 | 12.0
PGC1a acetyl inh | -11.1&4.6 | -0.6 | -0.1 | . | .
FN deposition inh | -25.8 | 5.0 | 0.6 | 5.2 | -7.0
LGR2 antag | -10.0 | . | . | -8.1 | .

26	COc1ccccc1Nc1n[nH]c(=S)s1
27	Cc1[nH]cc(Br)c(=O)c1Oc1ncc(C(F)(F)F)cc1Cl
28	Cc1ccc(S(=O)(=O)N2CCN(C(=O)CCC(=O)Nc3ccc(F)cc3F)CC2)cc1
29	CCCCN(CC)CCCNC(=O)CS(=O)(=O)Cc1nc(-c2cccc(OC)c2)oc1C
30	CC(=O)Nc1nc2c(s1)C(=O)NCC(C)(C)C2
31	COc1ccc(OCCC(=O)Nc2cc(C)on2)cc1
32	O=S(=O)(NCc1nc(-c2ccccc2)no1)c1ccc(F)cc1

screen / no. | 26 | 27 | 28 | 29 | 30 | 31 | 32
EWS-Fli block | -7.8 | 0.0 | -4.7 | . | 7.6 | . | .
Cneo AK release | . | -7.5 | 0.3 | 4.6 | 1.6 | 2.7 | -1.6
miR-122 sensor | . | -2.4 | 2.2 | -15.5 | 4.2 | -1.1 | -9.1
Casp6 inh | 9.1 | 0.8 | -1.7 | . | -8.8 | . | 1.2
PAX8 inh HTS | -8.4 | -1.6 | 4.3 | -4.2 | 6.1 | 6.8 | 3.6
PGC1a acetyl inh | . | -6.9 | -2.4 | -5.4 | -3.3 | 0.2 | .
FN deposition inh | -12.6 | . | -19.5 | . | -0.6 | -6.5 | .
LGR2 antag | -10.8 | 13.6 | -8.3 | . | . | . | 3.2

Of the compounds above, these contain a halogen.
5	CCC(C)[C@H](NC(=O)NCc1ccccc1Cl)C(=O)O (some centres not stated)
12	OC[C@@H]1[C@H](c2ccc(-c3ccc(F)cc3)cc2)[C@H]2CN(Cc3ccccn3)CCCCN12
16	O=C(C[C@H]1CC[C@@H](NC(=O)c2cnccn2)[C@@H](CO)O1)NCc1ccccc1F
18	O=C(Nc1nc(-c2ccc(F)cc2)cs1)c1cccc(N2C(=O)CCC2=O)c1
19	CNC[C@@H]1OCCCC[C@@H](C)Oc2ccc(NS(=O)(=O)c3ccc(Cl)cc3)cc2C(=O)N([C@H](C)CO)C[C@@H]1C
24	CC1(c2ccc(Cl)cc2)NC(=O)N(CC(=O)N2CCN(S(=O)(=O)c3ccccc3)CC2)C1=O (configuration not stated)
27	Cc1[nH]cc(Br)c(=O)c1Oc1ncc(C(F)(F)F)cc1Cl

screen / no. | 5 | 12 | 16 | 18 | 19 | 24 | 27
EWS-Fli block | . | 1.8 | -7.7 | -16.8 | -4.4 | 1.4 | 0.0
Cneo AK release | 0.9 | 0.5 | 0.1 | -0.7 | -0.7 | . | -7.5
miR-122 sensor | . | 4.7[16.7 µM] | -7.2[16.7 µM] | . | -3.9[16.7 µM] | . | -2.4
Casp6 inh | . | -18.4 | 1.3 | -0.3 | -3.1 | 2.6 | 0.8
PAX8 inh HTS | . | 3.2 | 1.8 | . | -39.5 | 6.7 | -1.6
PGC1a acetyl inh | -3.5 | -11.9 | -8.7 | 1.5 | 19.2 | . | -6.9
FN deposition inh | -2.9 | . | 11.5 | -3.9 | . | 5.2 | .
LGR2 antag | 8.8 | -11.4 | 2.3 | -1.5 | 0.0 | -8.1 | 13.6

28	Cc1ccc(S(=O)(=O)N2CCN(C(=O)CCC(=O)Nc3ccc(F)cc3F)CC2)cc1
32	O=S(=O)(NCc1nc(-c2ccccc2)no1)c1ccc(F)cc1

screen / no. | 28 | 32
EWS-Fli block | -4.7 | .
Cneo AK release | 0.3 | -1.6
miR-122 sensor | 2.2 | -9.1
Casp6 inh | -1.7 | 1.2
PAX8 inh HTS | 4.3 | 3.6
PGC1a acetyl inh | -2.4 | .
FN deposition inh | -19.5 | .
LGR2 antag | -8.3 | 3.2
